# Source: PubChem (National Center for Advancing Translational Sciences (NCATS))
# Giardia kill: kills Giardia lamblia | Giardia lamblia trophozoite viability | 0.15% of 340,000 active | AID 540267 | activity change, % at 7.66 µM, hits read low; in the data active means activity change below about -80%; inconclusive means between about -30% and that limit;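 further: parasites exposed to compound for two days anaerobically before the ATP read; on the % scale 0 is the no-effect control and ±100 the full control effect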
#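 Luminescence from cellular ATP indicates surviving trophozoites (100 cells/well) following 48 hrs anaerobic compound treatment at 37 deg C; signal develops 15-30 min at room temperature.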
# PTAP TSG101 blk: blocks PTAP/TSG101 interaction to inhibit HIV-1 budding | AID 493005 | Q99816 | Potency, µM (top dose mostly 115 µM), for inactives: at the top dose activity change, negative = inhibition, actives largely listed as inhibitors | Fluorescence polarization, FITC-PTAP peptide / Tsg101 binding | 340,000 tested, under 10 active; active means well fitted inhibition curve with a large enough effect in the main read-out, with a control signal flat, not every such curve was filed as active; inconclusive means small, poorly fitted or top-dose-only effect, or effect the other way, or a change in a side signal; inactive means no such curve, though single readings can be large or run the other way; further: potency means the concentration at half of the fitted maximal effect; % of control where 0% means no effect
#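 Tsg101 binding domain (10 uM final) was mixed with compound and a FITC-labeled PTAP peptide (50 nM final) in HEPES pH 7.5 buffer with NaCl, Tween 20, EDTA and TCEP; fluorescence polarization was read after 20 min at r.t.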
# S-ASM inh: human S-ASM enzyme inhibition; P17405; Potency, µM (highest dose often 57.5 µM), for inactives: at the top dose activity change, negative = inhibition, hits mostly inhibitors; placental ASM, HMU-PC fluorogenic substrate, 60 min; 0.006% of 340,000 active; AID 504937; further: potency means the concentration at half of the fitted maximal effect
#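 Human placenta-derived ASM preincubated with compound 10 min at room temperature, then reacted with 9 uM (final) fluorogenic HMU-PC substrate for 60 min at 37 C. Stop solution raises pH to 10; fluorescence read at Ex 386/Em 447 nm.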
# Chronic BCR inh: blocks chronic active B-cell receptor signaling; ABC-DLBCL IkBa-CBG/CBR reporter, luminescence ratio, 4 h; Potency, µM (highest dose often 46.1 µM), for the others: at the highest dose ratio change, negative = lower green/red ratio, most hits filed as inhibitors; 0.05% of 340,000 active; active means well fitted inhibition curve with a large enough effect in the signal ratio, with a control signal flat, not every such curve was filed as active; inconclusive means small, poorly fitted or top-dose-only effect, or effect the other way, or a change in a side signal; the % refers to the signal ratio;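 further: potency means the concentration at half of the fitted maximal effect; plate controls were basal doxycycline-induced cells for no effect and cells given 10 µM MG132 for full effect; MG132 reads +100%, hits lower the ratio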
#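 TMD8 human ABC-DLBCL cells with doxycycline-inducible IκBα–green luciferase fusion and unfused red luciferase, in 0.5% FBS medium; compounds up to 46 uM, 4 h at 37C. Green/red luminescence ratio, filter-overlap corrected, fitted to concentration-response curves.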
# PKM2 act: activators of human pyruvate kinase M2. 0.34% of 260,000 active. purified PKM2, Kinase-Glo ATP luminescence, activation; response scale: 0% is enzyme alone, no compound. P14618. Potency, µM (titrated, usually from 57.5 µM), without a hit: top-dose activation, usual class: activators; further: potency means the concentration at half of the fitted maximal effect; on the % scale 0 is the no-effect control and ±100 the full control effect; nearly all actives have a fitted effect of over 55% in size
# Target sequence (P14618 whole entry, looked up): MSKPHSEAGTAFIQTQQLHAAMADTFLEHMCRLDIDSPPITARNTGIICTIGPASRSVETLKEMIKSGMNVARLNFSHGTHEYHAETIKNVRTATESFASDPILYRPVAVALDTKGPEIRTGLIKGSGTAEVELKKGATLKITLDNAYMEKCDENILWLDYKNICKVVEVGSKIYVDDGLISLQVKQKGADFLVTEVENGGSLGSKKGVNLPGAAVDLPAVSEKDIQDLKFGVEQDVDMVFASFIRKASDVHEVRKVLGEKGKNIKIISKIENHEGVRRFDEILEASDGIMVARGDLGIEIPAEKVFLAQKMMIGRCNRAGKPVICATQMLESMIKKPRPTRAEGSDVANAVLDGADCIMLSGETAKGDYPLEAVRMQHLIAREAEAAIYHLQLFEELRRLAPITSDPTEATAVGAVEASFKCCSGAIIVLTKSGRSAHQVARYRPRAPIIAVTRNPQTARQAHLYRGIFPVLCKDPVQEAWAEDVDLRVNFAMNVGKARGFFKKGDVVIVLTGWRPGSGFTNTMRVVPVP
#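 Purified hPK-M2 (>95%) run at intermediate activity with 0.1 mM ADP and 0.5 mM PEP in 50 mM imidazole pH 7.2, KCl, MgCl2; 1 h room temperature. ATP formed read by Kinase-Glo luminescence; normalized to uninhibited and no-enzyme controls.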
# GALK inhibitor: galactokinase (human) inhibition; P51570; Purified GALK, Kinase-Glo residual ATP luminescence; Potency, µM (titrated, usually from 57.5 µM), inactives show at the top dose activity change, negative = inhibition, actives largely listed as inhibitors; 0.007% of 270,000 active; further: potency means the concentration at half of the fitted maximal effect; on the % scale 0 is the no-effect control and ±100 the full control effect
#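 5 nM enzyme, 35 uM ATP, 100 uM galactose, 20 mM HEPES pH8.0, 5 mM MgCl2; 1 h RT; residual ATP by Kinase-Glo Plus luminescence, qHTS format.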
# FBPA coupling cs: inhibits coupling enzyme system, counter-screen for aldolase hits. 0.67% of 290,000 active. activity change, negative = inhibition, % at 58.2 µM, hits read low. coupling enzyme system counterscreen, AmpLite Red fluorescence; in the data active means activity change below about -30%; further: on the % scale 0 is the no-effect control and ±100 the full control effect
#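 Final compound at 57.5 uM, incubated 10 min at RT with coupling enzyme reagent (glyceraldehyde-3-phosphate), then 20 min with substrate and AmpLite Red detection. Fluorescence read at 525/598 nm; tests interference with the coupling assay, not aldolase inhibition.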
# a7 integrin act: integrin-mediated muscular dystrophy alleviation activation; alpha7betagal myoblasts, beta-gal FDG fluorescence, 48 h; Potency, µM (highest dose often 38.3 µM), inactives show at the highest dose activation, most hits filed as activators; 0.064% of 350,000 active;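 further: potency means the concentration at half of the fitted maximal effect; 100% = response of the positive control SU9516; nearly all actives have a fitted effect of over 60% in size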
#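 Alpha7betagal+/- myoblasts (passage 13) were plated 16-24 hr, then exposed to compounds (1:260 dilution of DMSO stock) for 48 hours at 37C. After MPER lysis, β-galactosidase reporter activity was read as FDG fluorescence (ex 480/em 540) after 30 minutes.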
# Menin-MLL TR inh: menin-MLL binding inhibition, Texas Red mutant peptide; O00255; AID 1768; Potency, µM (titrated, usually from 61.6 µM), for the others: at the highest dose FP activity change, negative = inhibition, actives largely listed as inhibitors; Menin + Texas Red MLL mutant peptide, fluorescence polarization; 0.23% of 270,000 active; active means well fitted inhibition curve with a large enough effect in the polarisation, with a control signal flat, not every such curve was filed as active; inconclusive means small, poorly fitted or top-dose-only effect, or effect the other way, or a change in a side signal; inactive means no such curve, though single readings can be large or run the other way; the % refers to the polarisation; further: potency means the concentration at half of the fitted maximal effect; % of control where 0% means no effect; many of its hits are not listed in these tables
# B2AR arrestin: agonists driving beta-arrestin recruitment to human beta2-adrenergic receptor. P07550. beta-arrestin recruitment to beta2AR, cell-based reporter. Potency, µM (series often up to 46.1 µM), inactives show at the top dose activation, hits mostly activators. 0.02% of 330,000 active. AID 492947;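 further: potency means the concentration at half of the fitted maximal effect; 0% = DMSO controls and full agonism = EC100 isoproterenol or metaproterenol; nearly all actives have a fitted effect of over 65% in size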
# Target sequence (P07550 whole entry, looked up): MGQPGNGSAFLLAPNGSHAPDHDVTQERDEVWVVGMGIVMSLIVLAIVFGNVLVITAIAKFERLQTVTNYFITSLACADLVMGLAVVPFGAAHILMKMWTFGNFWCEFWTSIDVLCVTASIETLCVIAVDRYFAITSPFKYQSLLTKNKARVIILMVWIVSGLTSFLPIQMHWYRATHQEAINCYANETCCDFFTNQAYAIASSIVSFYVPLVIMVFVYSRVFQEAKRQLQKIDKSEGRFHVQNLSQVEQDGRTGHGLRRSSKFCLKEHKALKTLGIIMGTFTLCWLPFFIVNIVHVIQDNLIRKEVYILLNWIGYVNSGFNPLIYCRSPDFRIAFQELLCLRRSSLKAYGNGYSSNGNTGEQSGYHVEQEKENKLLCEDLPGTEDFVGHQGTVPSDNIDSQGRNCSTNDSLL
# Tb PFK block: T. brucei PFK enzyme inhibition; T. brucei PFK, ADP-Glo luminescence; 0.17% of 330,000 active; Potency, µM (highest dose often 57.5 µM), inactives show at the highest dose activity, negative = inhibition, most hits filed as inhibitors; O15648;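 further: potency means the concentration at half of the fitted maximal effect; 0% = uninhibited 1x PFK enzyme wells and -100% = no-enzyme wells; nearly all actives have a fitted effect of over 60% in size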
#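 Compounds were pin-transferred as a titration series up to 57 uM into substrate buffer (0.5 mM F6P, 0.1 mM ATP, pH 8.0), then 1.25 nM PFK was added and reactions ran 45 min before ADP-Glo detection.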
# * marks the source's active call; other numbers are inactive results; i = inactive; ? = inconclusive; . = not tested or not shown; [ ] = remark or other dose. Unless noted, the call rests on the fitted dose curve; in most records, active means well fitted curve in the direction sought with a large enough effect; inconclusive means small, poorly fitted or top-dose-only effect, or another doubt; inactive means no such curve, though single readings can be large; an effect the other way counts as inactive or inconclusive.
SMILES,Giardia kill,PTAP TSG101 blk,S-ASM inh,Chronic BCR inh,PKM2 act,GALK inhibitor,FBPA coupling cs,a7 integrin act,Menin-MLL TR inh,B2AR arrestin,Tb PFK block
COCc1cc(NCc2ccc(Cl)cc2)nc(C)n1,18,-1%,-1%,5%,.,0%,0,0%,-8%,-0.1%,-1%
O=C(Cn1c(-c2ccccn2)nc2ccccc21)N/N=C/c1ccccn1,-3,-3%,-8%,-17%,-1%,-2%,-2,?,-8%,-0.2%,-10%
COc1ccc(N(CC(=O)NC2CCCC2)C(=O)Cn2nnc(-c3ccc(F)cc3)n2)cc1,8,-4%,-5%,-6%,.,12%,1,-3%,-13%,-0.4%,0%
O=C1CCCc2nc3c(cc21)C(O)Oc1c-3ccc2ccccc12 (stereo not given),-8,2%,.,19%,0%,-1%,0,11%,?,9.3%,1%
O=C(O)[C@H]1CCCC[C@H]1C(=O)Nc1ccc(S(=O)(=O)N2CCOCC2)cc1,8,0%,2%,2%,.,1%,4,-18%,.,0.3%,-3%
Cc1cccn2c(=O)c(/C=C(\C#N)C(=O)NC3CCS(=O)(=O)C3)c(Oc3ccccc3Cl)nc12 (stereo not given),1,-12%,i,-15%,4%,3%,-6,-4%,-17%,-0.5%,-5%
Cc1cc(CNC(=O)Cc2c(F)cccc2Cl)nn1C,-24,1%,3%,?,-11%,-1%,5,1%,-16%,-0.2%,13%
COc1ccc(-c2nc3cc([N+](=O)[O-])ccc3o2)cc1OC,11,-3%,-1%,?,2%,1%,-10,10%,2%,0.0%,0%
O=C(COC(=O)c1ccc(F)cc1F)NC1CC1,4,-1%,5%,7%,-4%,-1%,1,17%,-10%,0.3%,-10%
CCN(CC)c1ccc(/C=N/N2CCN(Cc3cccc4ccccc34)CC2)c(O)c1,-4,-8%,7%,0%,3%,1%,-3,11%[7.66 µM],-27%,-0.1%,1%
COc1ccc(/C=C/C(=O)OCC(=O)N2CCCCCC2)cc1OC,-4,-6%,1%,0%,.,.,.,10%,.,-0.5%,-4%
O=C(Nc1ccc2c(c1)C(=O)N(c1ccccc1)C2=O)c1cccs1,-6,2%,77%[activator],30%,-2%,13%,0,2%,-4%,-1.1%,0%
COC(=O)c1ccccc1OC(=O)c1ccc(Br)o1,-28,1%,-3%,7%,7%,-1%,0,-4%,4%,-0.4%,-8%
CN(CC(=O)Nc1ccccc1Cl)C(=O)Cn1cnc2ccccc2c1=O,3,-11%,0%,-11%,.,.,.,8%,.,-0.2%,0%
COC(=O)c1cc(S(=O)(=O)NCC2CCN(Cc3ccc(Cl)cc3)CC2)c[nH]1,4,-3%,-2%,?,.,1%,-1,-19%,25%,0.3%,-3%
CC(NC(=O)CSc1nc(=O)cc(N)n1-c1ccccc1)c1ccccc1 (stereo not given),28,-2%,3%,-3%,3%,0%,0,21%,-14%,-1.5%,-3%
C[C@H](NC(=O)[C@@H]1CSC2c3ccccc3C(=O)N21)C(=O)NCc1c(F)cccc1Cl (stereo not given in full),-12,1%,3%,1%,.,3%,.,12%,.,0.1%,0%
CC(C(=O)OCC(=O)N1CCN(c2ccccc2)CC1)N1C(=O)c2ccccc2C1=O (stereo not given),-2,-7%,1%,-1%,.,.,.,-15%,.,0.1%,-7%
CCCCOC(=O)Nc1ccc(S(=O)(=O)Nc2onc(C)c2C)cc1,3,-6%,3%,?,.,0%,6,7%,2%,2.3%,-3%
COc1ccc([C@H](OC)[C@@]2(Cc3ccc(O)cc3)N=C(N)N(C)C2=O)cc1,1,-3%,0%,3%,.,.,.,-1%,.,0.7%,-4%
O=C(COC(=O)CCNS(=O)(=O)c1cccs1)Nc1ccccc1,-3,-1%,2%,6%,.,.,.,-1%,.,0.4%,-2%
Cn1c(=O)c2sccc2n2c(CCCC(=O)Nc3ccccc3)nnc12,-3,1%,-18%,-8%,.,-5%,.,9%,.,0.1%,7%
N=c1c2c(-c3ccccc3)c(-c3ccccc3)n(Cc3ccco3)c2ncn1CCCn1ccnc1,23,-2%,5%,?,9%,0%,2,-50%[inhibitor],?,2.6%,3%
O=C(O)c1ccccc1C(=O)Nc1ccc(S(=O)(=O)Nc2ccc(F)cc2)cc1,-18,-4%,4%,-3%,.,4%,8,-3%,19%,-1.8%,0%
COc1ccc(CN(C)C(=O)CCN(c2ccccc2)S(=O)(=O)c2ccc(C)cc2)c(OC)c1,-7,1%,5%,-7%,.,.,.,-26%,.,-0.4%,1%
Cc1ccc(-c2ccc(SCC(=O)N3CCCc4ccccc43)nn2)cc1,.,.,.,9%,2%,0%,-1,.,0%,0.2%,0%
COc1ccc(Cl)cc1N/C(N)=N/c1nc(CSc2ccc(C)cc2)cc(=O)[nH]1,-3,-2%,0%,1%,-21%,-1%,-2,9%,3%,0.1%,-4%
CCOC(=O)c1c(C)n(CCOc2ccccc2)c2ccc(O)cc12,-4,-1%,-2%,-8%,.,.,3,1%,22%,0.0%,1%
O=C(CSc1nnc(-c2ccncc2)n1-c1ccccc1)Nc1ccc(C(=O)O)cc1,-12,-9%,5%,1%,-19%,0%,5,-14%,1%,-0.3%,1%
CN(CC(=O)Nc1c(Cl)cccc1Cl)C(=O)Cc1ccc(S(=O)(=O)N2CCOCC2)s1,3,-3%,-3%,1%,3%,-6%,.,-5%,.,-0.3%,-3%
Cc1nc2ccc(Cl)cc2nc1C,-10,0%,1%,1%,-1%,3%,0,23%,.,-0.2%,-4%
Nc1c(C(=O)NCC2CCCO2)c2nc3ccccc3nc2n1-c1ccccc1 (stereo not given),11,-2%,i,-1%,-1%,6%,-9,-18%,-1%,-0.4%,1%
COc1cc(/C=C2\SC(=S)NC2=O)ccc1OS(=O)(=O)c1ccccc1,.,.,.,?,-2%,-2%,6,.,?,-2.3%,0%
O=C(COC(=O)c1c[nH]c(=O)[nH]c1=O)Nc1ccccc1Br,26,-2%,1%,-2%,-3%,.,0,4%,.,-0.3%,0%
CC(C)C(NC(=O)c1ccco1)C(=O)OCC(=O)Nc1ccc(C(N)=O)cc1 (stereo not given),18,-3%,4%,?,.,1%,3,12%,5%,-0.6%,4%
CCN(CC)S(=O)(=O)c1ccc(C)c(NC(=O)CSc2nc3ccccc3[nH]2)c1,6,-4%,-2%,-1%,8%,-3%,0,-20%,-7%,-4.3%,-5%
O=S(=O)(Nc1ccc(F)cc1)N1CCOCC1,10,0%,-4%,-3%,-5%,-1%,3,10%,-11%,-0.1%,1%
CC1(C)Cc2ccccc2C(/C(=N\Nc2cccc(Cl)c2)C(N)=O)=N1,-6,-4%,-22%,?,?,2%,-5,-29%,29%,0.1%,5%
CCNc1ccc(S(=O)(=O)NCCN(C)C)cc1[N+](=O)[O-],-18,-2%,0%,5%,7%,-1%,-1,-27%,-2%,0.0%,1%

# Entries of single compounds, quoted from the list. Order of values: Giardia kill, PTAP TSG101 blk, S-ASM inh, Chronic BCR inh, PKM2 act, GALK inhibitor, FBPA coupling cs, a7 integrin act, Menin-MLL TR inh, B2AR arrestin, Tb PFK block
# COc1ccc(Cl)cc1N/C(N)=N/c1nc(CSc2ccc(C)cc2)cc(=O)[nH]1 is entered as -3, -2%, 0%, 1%, -21%, -1%, -2, 9%, 3%, 0.1%, -4%
# COc1ccc(/C=C/C(=O)OCC(=O)N2CCCCCC2)cc1OC is entered as -4, -6%, 1%, 0%, ., ., ., 10%, ., -0.5%, -4%
# C[C@H](NC(=O)[C@@H]1CSC2c3ccccc3C(=O)N21)C(=O)NCc1c(F)cccc1Cl (stereo not given in full) is entered as -12, 1%, 3%, 1%, ., 3%, ., 12%, ., 0.1%, 0%
# CCCCOC(=O)Nc1ccc(S(=O)(=O)Nc2onc(C)c2C)cc1 is entered as 3, -6%, 3%, ?, ., 0%, 6, 7%, 2%, 2.3%, -3%

# A portion of the library (hit frequency here may not be typical).
